High-throughput results from PubChem.
Htt clearance: compounds clearing mutant huntingtin protein | 0.42% of 47,000 active | inhibition, % at 1.5 µM | HeLa Exon1htt(103Q)mCFP, aggregate imaging; zero = plate's median compound well;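 active means inhibition of aggregate fluorescence above about 70%, also judged a hit by eye on the cell image, limit read from the data, passing the limit was not always enough; inconclusive means no rule stated for this call; inactive means not judged a hit on image review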;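 further: cells exposed to compound for three days before fixation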
Htt clearance grain fraction: also measured in Htt clearance; calls as there; fraction fluorescence in grains; measured here: aggregate grain fluorescence fraction; active compounds read low;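 scaled fraction of total cell fluorescence in grains with unit not stated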
Numbers without * were called inactive; ? = inconclusive; . = not tested or not shown. This is a subset; count on the stated rates, not on these rows.

canonical_smiles | Htt clearance | Htt clearance grain fraction
Cc1cc(C(=O)NNC(=S)NC(C)c2ccccc2)c2ccccc2n1 (centres undefined) | -14 | 24
Cc1cc(-c2[nH]nc3c2C(c2ccc(Cl)cc2)C(C#N)=C(N)O3)c(C)s1 (centres undefined) | 10 | 18
Cc1nc(-c2ccccc2)c(-c2ccccc2)[nH]1 | 39 | 12
Cc1ccc2cccc(NC(=S)NC(=O)c3c(Br)cnn3C)c2n1 | -7 | 18
Cc1cc(NC(=O)CCCC(=O)Nc2ccc(F)cc2)no1 | -34 | 22
CO/N=C/c1ccc(Sc2ccccc2)c([N+](=O)[O-])c1 | 6 | 36
CCOC(=O)N1CCN(C(=O)CSc2ccc(Cl)cc2)CC1 | -49 | 31
NC(=O)CN1CCN(C(=O)NC2CCCCC2)CC1 | 12 | 33
Cn1cnnc1SC(C(=O)c1ccccc1)c1ccccc1 (centres undefined) | -63 | 56
CCOC(=O)c1ccccc1NC(=O)c1cccc2c1C(=O)N(C1CCN(C(=O)OCC)CC1)C2 | 37 | 26
CCc1ccc2c(c1)C1(NN=C(c3ccc(C)cc3)S1)C(=O)N2 (centres undefined) | 50 | 10
NC(=O)CCS(=O)(=O)c1ccccc1 | 5 | 31
O=C(O)c1ccc(-c2ccccc2C(F)(F)F)o1 | 7 | 31
NC(=O)CSc1nc(-c2ccccc2Cl)ns1 | 21 | 26
CSc1ccccc1NC(=O)c1noc2c1CCC2 | 2 | 20
CCC(C)n1cnc2c(c1=O)c1nc3ccccc3nc1n2Cc1ccc2c(c1)OCO2 (centres undefined) | -2 | 31
CN(C)CCCNC(=O)c1cc(Br)ccc1Cl | -18 | 28
Cc1cc(NC(=O)c2cc(-c3cccs3)on2)no1 | -8 | 19
COC(=O)c1cc(NC(=O)CSc2nc(C)cc(=O)[nH]2)cc(C(=O)OC)c1 | -14 | 20
COc1ccc(NC(=O)CSc2nc(C)c3c(c2C#N)CCCC3)cc1 | 7 | 40
O=[n+]1cc(-c2ccc(F)cc2)n([O-])c2c1CCC2 | 50 | 10
Cc1ccc(S(=O)(=O)Nc2ccc3ncccc3c2)cc1 | -13 | 37
COc1ccc(NC(=O)Cc2nnc(SCC(=O)Nc3cc(C)ccc3OC)n2C)cc1 | -17 | 24
Cc1cc(NC(=O)CSc2nnc(COc3cccc(C)c3C)n2C)no1 | -32 | 49
Cc1ccc(NC(=O)Cn2nc(C)c3ccccc3c2=O)c(C)c1 | 21 | 32
COc1cccc(/C=N/n2c(SC)nnc2-c2ccccc2)c1OC | -2 | 40
Cn1c(=O)c(NCCO)c2c3c(cccc31)C(=O)c1ccccc1-2 | 11 | 15
O=C(Nc1ccc(Cl)cc1)NC1CCCC1Cc1ccco1 (centres undefined) | 30 | 24
Cc1cc(C)nc(NC2=NCCN2C(=O)NC2CCCCC2)n1 | -67 | 77
COc1cc(OC)cc(C(=O)n2cnnc2N)c1 | -5 | 22

Some of these compounds in order of SMILES length, lowest first.
canonical_smiles | Htt clearance | Htt clearance grain fraction
CN(C)CCCNC(=O)c1cc(Br)ccc1Cl | -18 | 28
O=[n+]1cc(-c2ccc(F)cc2)n([O-])c2c1CCC2 | 50 | 10
Cc1ccc2cccc(NC(=S)NC(=O)c3c(Br)cnn3C)c2n1 | -7 | 18
COC(=O)c1cc(NC(=O)CSc2nc(C)cc(=O)[nH]2)cc(C(=O)OC)c1 | -14 | 20

Four of these compounds, set out differently.
| Htt clearance | Htt clearance grain fraction | Molecule |
| --- | --- | --- |
| 5 | 31 | NC(=O)CCS(=O)(=O)c1ccccc1 |
| 7 | 31 | O=C(O)c1ccc(-c2ccccc2C(F)(F)F)o1 |
| 21 | 26 | NC(=O)CSc1nc(-c2ccccc2Cl)ns1 |
| 2 | 20 | CSc1ccccc1NC(=O)c1noc2c1CCC2 |

Structural class, the entries above containing a halogen
canonical_smiles | Htt clearance | Htt clearance grain fraction
Cc1cc(-c2[nH]nc3c2C(c2ccc(Cl)cc2)C(C#N)=C(N)O3)c(C)s1 (centres undefined) | 10 | 18
Cc1ccc2cccc(NC(=S)NC(=O)c3c(Br)cnn3C)c2n1 | -7 | 18
Cc1cc(NC(=O)CCCC(=O)Nc2ccc(F)cc2)no1 | -34 | 22
CCOC(=O)N1CCN(C(=O)CSc2ccc(Cl)cc2)CC1 | -49 | 31
O=C(O)c1ccc(-c2ccccc2C(F)(F)F)o1 | 7 | 31
NC(=O)CSc1nc(-c2ccccc2Cl)ns1 | 21 | 26
CN(C)CCCNC(=O)c1cc(Br)ccc1Cl | -18 | 28
O=[n+]1cc(-c2ccc(F)cc2)n([O-])c2c1CCC2 | 50 | 10
O=C(Nc1ccc(Cl)cc1)NC1CCCC1Cc1ccco1 (centres undefined) | 30 | 24

Other compounds
canonical_smiles | Htt clearance | Htt clearance grain fraction
COC(=O)c1c(NC(=O)c2ccco2)sc(C(=O)N2CCCC2)c1C | 3 | 21
COc1ccc(OC)c(CNC(=O)CCN2C(=O)COc3ccccc32)c1 | 5 | 18
COC(=O)c1sccc1NC(=S)N1CCCCC1 | -39 | 26
O=C(Cn1cnc2ccccc2c1=O)NCCC(=O)N1CCN(c2ccccc2)CC1 | 43 | 11
COc1ccc2nc(NC(=O)Cn3cnc4c(=O)n(C)c(=O)n(C)c43)sc2c1 | -17 | 24
O=S1(=O)CCN(Cc2cccc(Cl)c2)CC1 | -11 | 43
CCc1ccccc1NC(=O)CSc1nnc([C@@H](NC(=O)OC(C)(C)C)C(C)CC)o1 (some centres undefined) | -40 | 49
COc1ccc(N2CCN(CCNC(=O)C3CC(=O)N(C4CCCC4)C3)CC2)cc1 (centres undefined) | 20 | 16
Cc1ccc(C)c(N2CCN(C(=O)CCCCn3c(=O)[nH]c4ccccc4c3=O)CC2)c1 | -24 | 41
C=CCn1c(-c2ccccc2)n[nH]c1=S | -24 | 22
O=C(NCCN1CCN(c2cccc(Cl)c2)CC1)C1CCCN(S(=O)(=O)c2cnc[nH]2)C1 (centres undefined) | -5 | 47
Cc1ccc(NC(=O)C2C3CCCC2C3c2ccccc2)cc1C (centres undefined) | 30 | 16
COCCn1c(-c2ccccc2)nc(=S)c2c1CC(C)(C)OC2 | -17 | 23
COc1ccc(CCNC(=O)C2CC(=O)N(c3ccc(F)cc3)C2)cc1OC (centres undefined) | 27 | 27
C=CCOc1ccccc1CN1CCSCC1 | -2 | 43
CCC(=O)Nc1cc(-c2nn(CC(=O)N3CCCCC3)c(=O)c3ccccc23)ccc1N1CCOCC1 | 5 | 19
O=C(COc1ccccc1Br)NCc1ccco1 | 52 | 9.6
Cc1ccc(S(=O)(=O)c2nc(C)oc2NCc2ccccc2)cc1 | -3 | 20
COc1ccc(/C=C2/N=C3CCCCCN3C2=O)cc1OC | 4 | 19
Cc1ccc(SCc2[nH]nc3c2C(C(C)C)C(C#N)=C(N)O3)cc1 (centres undefined) | 4 | 37
COc1ccnc(Oc2ccccc2)c1C(=O)N/C=N/OCc1ccc(F)cc1Cl | -6 | 23
CCC(C(=O)NCc1ccco1)N(C(=O)CNS(=O)(=O)c1ccccc1)C1CCCCC1 (centres undefined) | -28 | 25
Cc1cccc(-n2c(SCC(=O)Nc3ccc4c(c3)OCO4)nnc2-c2ccoc2C)c1 | 25 | 26
CCOC(=O)c1ccc(N2C(=O)c3n[nH]c(C)c3C2c2ccc(OC)cc2OC)cc1 (centres undefined) | 62 | 6.7
CC(=O)Nc1ccc(S(=O)(=O)N2CCCN(S(=O)(=O)c3ccc(NC(C)=O)cc3)CC2)cc1 | ? | .
Cc1oc2cc3c(C(=O)N4CCN(c5ccccc5)CC4)c(C)oc3cc2c1C(=O)N1CCN(c2ccccc2)CC1 | 1 | 20
O=C(CN1C(=O)c2ccccc2C1=O)N1CCN(c2nnc(-c3ccccc3)c3ccccc23)CC1 | 41 | 9.9
O=S(=O)(c1ccc(OCC(O)CN2CCC(Cc3ccccc3)CC2)cc1)N1CCOCC1 (centres undefined) | 10 | 33
CCOc1ccc(C(=O)NCc2cccs2)cc1 | -5 | 18
S=C(NCc1cccs1)Nc1ccc(Cl)cc1 | 6 | 29
Cc1nc2sc3c(NCc4ccco4)ncnc3c2c2c1COC(C)(C)C2 | 14 | 16
CCOCCCn1cnc2c(c1=O)c1nc3ccccc3nc1n2-c1ccccc1 | -8 | 21
COc1ccc(Cl)cc1N1CCN(CCNC(=O)Nc2ccccc2C)CC1 | -17 | 24
Cc1cccc(NC(=O)CSc2nc(COc3ccccc3)nc3ccccc23)c1C | 36 | 24
CCCCN(CCCNC(=O)C1CCCN(S(=O)(=O)CC)C1)Cc1ccccc1 (centres undefined) | -39 | 29
O=C(Oc1ccc(-c2nnco2)cc1)N1CCOCC1 | -71 | 29
CC(C)(C)NC(=O)CSc1nnnn1C(C)(C)C | 52 | 16
CCOC(=O)CSc1nnc(CNc2ccc(Cl)cc2)n1Cc1ccccc1 | -65 | 29
Cc1sc2nc(SCC(=O)NCc3ccco3)n(-c3ccccc3)c(=O)c2c1C | 0 | 22
CCc1ccccc1NC(=O)N[C@@H](C)C(=O)OC | 16 | 28
CC(=O)Nc1ccc(NC(=O)N2CCCCC2)cc1 | -8 | 42
Cc1occc1C(=O)N/N=C/c1cnn(C)c1C | -6 | 21
O=C1CCC(=O)N1OCCCOc1ccc(Br)cc1Cl | 31 | 12
Cc1ccc(C)c(N2CCN(C(=O)C(Cc3ccccc3)n3cccc3)CC2)c1 (centres undefined) | 18 | 34
Cc1cc(C(=O)NCCCN2CCCC2=O)no1 | -8 | 21
CCCCn1c(/N=C/c2ccc(N(C)C)cc2)nc2ccccc21 | 10 | 19
O=C1C(=O)N(CCCN2CCOCC2)C(c2cccs2)/C1=C(/O)c1ccc2c(c1)OCO2 (centres undefined) | 5 | 18
Cc1c(NCc2cc(Cl)ccc2O)c(=O)n(-c2ccccc2)n1C | -49 | 60
CCOc1ccc(-c2nc(C#N)c(NCC3CCCO3)o2)cc1 (centres undefined) | 12 | 17
COC(=O)c1ccccc1NC(=O)C1CC(=O)N(c2ccc(F)cc2)C1 (centres undefined) | 18 | 36
O=C(NCC12CC3CC(C1)CC(CNC(=O)N1CCCC1)(C3)C2)N1CCCC1 | -8 | 21
O=C(Nc1ccccc1F)c1ccco1 | 1 | 19
CC(C)Cc1nnc(NC(=O)c2cc(-c3ccccc3)nc3ccccc23)s1 | -14 | 36
O=C(Nc1ccc(-c2nc3cc(Cl)ccc3o2)cc1)C1CCCO1 (centres undefined) | -84 | 38
CCn1c(=O)n(-c2ccc(Cl)cc2)c(=O)c2c3c(sc21)COC(C)(C)C3 | 23 | 30
Cn1c(=O)c2c(nc(NCCNC(=O)c3ccco3)n2Cc2ccc(Cl)cc2Cl)n(C)c1=O | 35 | 14
CCCCOc1ccc(CSC(=N)N)cc1[N+](=O)[O-] | -14 | 32
O=C1c2ccccc2C(Nc2ccc3c(c2)OCCO3)N1c1ccccn1 (centres undefined) | -34 | 43
COc1cc(/C=N/NC(=O)CSCc2ccc([N+](=O)[O-])cc2)cc(OC)c1OC | 16 | 18
CC(C)(C)n1nnnc1C(c1cccs1)N1CCCc2ccccc21 (centres undefined) | -11 | 25

Following part.
canonical_smiles | Htt clearance | Htt clearance grain fraction
Cc1nc2ccccn2c1/C(O)=C1\C(=O)C(=O)N(CCCn2ccnc2)C1c1ccncc1 (centres undefined) | -1 | 20
COC(=O)c1cccc(N2C(=O)C3CC=CCC3C2=O)c1 (centres undefined) | 13 | 17
CCOC(=O)c1[nH]c(C)c(/C(O)=C2\C(=O)C(=O)N(CCCn3ccnc3)C2c2ccncc2)c1C (centres undefined) | 29 | 28
Cc1sc(C(=O)NCc2cccnc2)c2nc(C)n(CC(=O)NCc3cccnc3)c(=O)c12 | 31 | 23
COc1ccc(-c2cn[nH]c2N)c(OC)c1 | -180 | 55
Cc1nn2c(C)nc3sc4c(c3c2nc1=O)CC(C)(C)OC4 | -64 | 62
CCCCC(NC(C)=O)c1nc2ccccc2[nH]1 (centres undefined) | -96 | 63
Cc1ccc(OCCNC(=O)c2ccccc2N)cc1 | 7 | 30
CC(C)C[C@H](NC(=O)NCc1ccccc1Cl)C(=O)O | 16 | 34
COC(=O)Cc1[nH]nc2c1C1(C(=O)N(Cc3ccc(Cl)cc3)c3ccccc31)C(C#N)=C(N)O2 (centres undefined) | 15 | 26
CCn1c(SCC(=O)NC2CCCC2)nnc1-c1c[nH]c2ccccc12 | -5 | 51
CCOc1ccc(N2C(=O)CC(NCCc3ccncc3)C2=O)cc1 (centres undefined) | -3 | 21
COc1ccccc1-c1c(C)nn2c(N3CCC(C(N)=O)CC3)cc(C)nc12 | 0 | 36
CC(C)Nc1nc(NC(C)C)nc(N(C)C(N)=O)n1 | 8 | 19
COc1ccc(C2OC(=O)CC2C(=O)NC(C)C)cc1 (centres undefined) | 26 | 14
COc1ccc(N2C(=S)N(C(=O)c3ccccc3)C(=Nc3ccccc3)C2=Nc2ccccc2)cc1 | -15 | 22
COc1ccc2c(c1OC)C(=O)N(c1ccc3c(c1)CCC3)C2=O | 45 | 10
O=C1CCC([N+](=O)[O-])C(c2ccc(Cl)cc2)N1 (centres undefined) | 14 | 32
Cc1cc(C(=O)Nc2c(C)n(C)n(-c3ccccc3)c2=O)on1 | -4 | 54
CN1CCN(C(=O)c2ccc(S(=O)(=O)c3ccc(Br)cc3)cc2)CC1 | -14 | 36
Cc1occc1C(=O)NCc1ccccc1F | -63 | 31
O=C(CC1CCCCC1)NCc1ccccn1 | 2 | 20
CC(C)NC(=O)c1cc(-c2cccs2)on1 | 13 | 16
CCOC(=O)c1[nH]c(C)c(C(=O)NC(C)(C)C)c1C | -33 | 51
CC(C)(C)C(=O)N1CCc2cc(-c3csc(N)n3)ccc21 | -44 | 58
Cc1nc2c(C)cccn2c1/C(O)=C1\C(=O)C(=O)N(CCN2CCOCC2)C1c1ccncc1 (centres undefined) | 10 | 19
C=CCOc1ccc(Br)cc1/C=N/O | 7 | 20
COCC(C)NC(=O)C1CC(c2cccc(Br)c2)=NO1 (centres undefined) | 5 | 19
Cc1cccc(C)c1OCC(O)CNS(=O)(=O)c1ccccc1C(=O)N1CCOCC1 (centres undefined) | -55 | 31
